# Screening results from PubChem.
# AID inhibitor – Primary qHTS assay for inhibitors of Activation Induced Cytidine Deaminase (AID): AID signal | Single-stranded DNA cytosine deaminase (Homo sapiens), Q9GZX7 | AID deamination FRET fluorescence, UDG-coupled, 4 h | Potency, µM (titrated, usually from 115 µM), without a hit: at the top dose activity change, negative = inhibition, usual class: inhibitors | actives 0.32% (n = 91,000) | AID 1347428, 2020; further: nearly all actives have a fitted effect of over 25% in size
# Target sequence (Q9GZX7 whole entry, looked up): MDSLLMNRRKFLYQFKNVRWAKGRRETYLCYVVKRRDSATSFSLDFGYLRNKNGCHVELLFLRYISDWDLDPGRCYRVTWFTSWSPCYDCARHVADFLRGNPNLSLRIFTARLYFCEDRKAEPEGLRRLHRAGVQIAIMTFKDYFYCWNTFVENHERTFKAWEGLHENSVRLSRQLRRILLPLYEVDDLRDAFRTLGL
# UDG counter – Primary qHTS assay for inhibitors of Activation Induced Cytidine Deaminase (AID): UDG Counterscreen signal | Potency, µM (doses to about 115 µM), for inactives: at the highest dose activity change, negative = inhibition, hits mostly inhibitors | Uracil-DNA glycosylase | actives 0.14% (n = 91,000) | FRET deamination/UDG coupled assay, UDG read, 4 h | AID 1347430, 2020; further: nearly all actives have a fitted effect of over 65% in size
# * hit, by the source's call; ? = inconclusive; [ ] = another dose, or the depositor's remark. The call rests on the fitted dose curve; in most records, active means well fitted curve in the direction sought with a large enough effect; inconclusive means small, poorly fitted or top-dose-only effect, or another doubt; inactive means no such curve, though single readings can be large; an effect the other way counts as inactive or inconclusive. On the % scale 0 is the no-effect control and ±100 the full control effect; potency means the concentration at half of the fitted maximal effect.
SMILES,AID inhibitor,UDG counter
CCOc1ccc(NC(=O)COc2ccc(OC)cc2)c2cccnc12,3%,-9%
Cc1scc(C(=O)NCC2CCCCC2)c1C,14%,5%
Cc1ccc(C)c(NC(=S)N/N=C/C2=CCC3CC2C3(C)C)c1 (centres undefined),-9%,-4%
CCOC(=O)C1=C(Nc2ccccc2)O/C(=C\c2c(F)cccc2F)C1=O,0%,-4%
CCOCCc1nnc(NC(=O)C(=O)c2cc(C)n(-c3cccc(C)c3)c2C)s1,-3%,-3%
CC1=C(C(=O)Nc2ccc(C)cc2C)C(c2sccc2C)n2ncnc2N1 (centres undefined),14%,-5%
CCOC(=O)c1ccc(N2C(=O)c3[nH]nc(-c4ccc(OC)cc4)c3C2c2ccccc2Cl)cc1 (centres undefined),3%,3%
CCOC(=O)c1c(NC(=O)C(C)Sc2cn(CCNC(=O)c3ccc(OC)cc3)c3ccccc23)sc2c1CCC2 (centres undefined),2%,-11%
Cc1nn(C)cc1CN(C)C(=O)c1cc(-c2ccccc2)nc2ccc(Br)cc12,9%,10%
NC(=O)CSc1n[nH]c2nc3c(c(=O)n12)C1(CCCCC1)Cc1ccccc1-3,?,-3%
C=CCc1ccccc1OCC(O)CNC(C)C (centres undefined),10%,4%
Cc1ccc(Nc2nc(CN3CCN(S(=O)(=O)c4ccccc4C(F)(F)F)CC3)cs2)cc1,?,-9%
Cc1cccc(OCCSc2nc3ccccc3n2CC(=O)N2CCOCC2)c1C,-6%,?
Cc1cc(S(=O)(=O)Nc2ccc(F)cc2)ccc1OCC(=O)NCc1ccc2c(c1)OCO2,-14%,20%
CCCC1CCC(c2ccc(-c3ccc(OC(F)F)c(F)c3)cc2)CC1 (centres undefined),-8%,-7%
CCSc1nc(-c2ccc(OC)cc2)nc2c1Cc1c(CO)cnc(C)c1O2,-23%,3%
CCOC(=O)c1cnc2ccc(C(=O)OC)cc2c1Nc1ccccc1CC,?,-10%
COc1cn(CC(=O)Nc2ccc(C)cc2C)c(CN2CCCCC2)cc1=O,2%,2%
Cc1ccc(OCc2nc3ccc(F)cc3[nH]2)cc1,0%,2%
CCS(=O)(=O)c1c(Nc2cc(C)ccc2C)sc(C(=O)c2ccccc2)c1N,?,-15%
O=C(NCC(c1cccnc1)N1CCc2ccccc2C1)C(=O)Nc1cccc(Cl)c1 (centres undefined),53%[activator],13%
Cc1cc(C)cc(NS(=O)(=O)c2ccc3[nH]cc(C(=O)N4CCCC4)c(=O)c3c2)c1,5%,-11%[57.5 µM]
COc1ccc(C(=O)COC(=O)C(C)Oc2ccc(F)cc2)cc1OC (centres undefined),8%,-16%
CN(CC(=O)Nc1cccc(F)c1)C(=O)CCc1ncc(-c2ccccc2F)o1,6%,4%
COc1cc(NC(=O)CC(c2ccc(C)cc2)N2Cc3ccccc3C2=O)cc(OC)c1 (centres undefined),45µM*,-24%
O=C(Nc1ccc(F)c(F)c1)c1cc(S(=O)(=O)C2CCS(=O)(=O)C2)ccc1F (centres undefined),0%,2%
CCCN(Cc1cc(=O)[nH]c2ccccc12)C(=O)CC,3%,4%
O=C(CCCc1nc(-c2ccccc2)no1)Nc1cc(C(F)(F)F)cc(C(F)(F)F)c1,?,-18%
CCCCCCNC(=O)CCc1c(C)nc2nc(-c3cc(OC)cc(OC)c3)nn2c1C,?,-13%
Cc1ccc(C(=O)COC(=O)C2CC3CCCC(C2)C32SCCS2)s1 (centres undefined),44%[activator],3%
Cc1ccc(C(=O)C(OC(=O)c2ccc(N(C)C)cc2)c2ccccc2)cc1 (centres undefined),9%,-1%
Cc1nc2cc(NC(=O)COc3ccccc3C(C)(C)C)ccc2o1,-19%,-7%
CCOC(=O)/C(C#N)=C/c1ccc(-c2ccc(Br)cc2)o1,14%,?
C=C(C)CN(CC)C(=O)c1ccsc1,5%,5%
Cc1ccccc1N1CCN(S(=O)(=O)c2nnc(NC(=O)c3ccc(C(C)C)cc3)s2)CC1,-20%,-10%
CCn1c(NCCO)nc2c1c(=O)n(C)c(=O)n2C,6%,-4%

# Part of the list above in another layout.
SMILES: C=C(C)CN(CC)C(=O)c1ccsc1
  AID inhibitor: 5%	UDG counter: 5%

SMILES: CCn1c(NCCO)nc2c1c(=O)n(C)c(=O)n2C
  AID inhibitor: 6%	UDG counter: -4%

SMILES: Cc1ccc(C(=O)COC(=O)C2CC3CCCC(C2)C32SCCS2)s1 (centres undefined)
  AID inhibitor: 44%[activator]	UDG counter: 3%

SMILES: Cc1ccc(C(=O)C(OC(=O)c2ccc(N(C)C)cc2)c2ccccc2)cc1 (centres undefined)
  AID inhibitor: 9%	UDG counter: -1%

# The listing continues.
SMILES,AID inhibitor,UDG counter
COc1cccc(C(=O)NCCc2sc(-c3cccc(C)c3)nc2C)c1,?,-7%
CC1=C(C(=O)O)N2C(=O)[C@@H](NC(=O)C(N)c3ccccc3)[C@H]2SC1 (some centres undefined),7%,-6%
Cc1ccoc1C(=O)NCc1ccnc(OCC(F)(F)F)c1,-2%,2%
O=C(Nc1ccc(SC(F)F)cc1)c1ccncc1,5%,-11%
CC(C)c1nnc2sc(-c3ccc4c(c3)OCO4)nn12,-1%,-3%
CCOc1ccccc1NC(=O)c1ccc(F)c(S(=O)(=O)NCc2ccc3c(c2)OCO3)c1,-3%,0%
CCc1ccc(NC(=O)CSc2nc(-c3ccccc3Cl)nc3c2Cc2c(CO)cnc(C)c2O3)cc1,2%,5%
Cc1ccc(C(c2sc3nc(-c4ccco4)nn3c2O)N2CCCCC2)cc1 (centres undefined),-8%,-9%[57.5 µM]
CCOc1ccc(S(=O)(=O)Nc2cccc(-c3ccc(OCC)nn3)c2)cc1,-4%,2%
Cc1nc2nc(SCc3c(F)cccc3Cl)nn2c(C)c1Cc1ccccc1,?,-12%
N#Cc1cc(C(=O)c2cc(F)ccc2O)cn(C2CCCCC2)c1=O,-19%,-13%
COc1cc(CN(C(=O)c2ccccc2[N+](=O)[O-])c2ccccn2)cc(OC)c1OC,-15%,-19%
CCCCC1CCC(C(=O)Oc2ccc(OC)cc2)CC1 (centres undefined),0%,-3%
Cc1cccc(N(CC(O)Cn2c3ccccc3c3ccccc32)S(=O)(=O)c2ccc(F)cc2)c1 (centres undefined),?,?
Cc1ccc2nc(N3CCN(C(=O)C4CC4)CC3)sc2c1,5%,0%
O=C(CCc1nc(-c2cccs2)no1)Nc1cccc([N+](=O)[O-])c1,-15%,-8%
Cc1nn(C(=O)COc2ccccc2)c(C)c1Sc1ccccc1,-2%,-11%
CCCCN1CCCCC1CNc1ccc2nnnn2n1 (centres undefined),12%,0%
CCc1ccc2nc(N/C(N)=N/S(=O)(=O)c3ccc(C)cc3)nc(C)c2c1,-1%,1%
O=Cc1cccn1-c1ccccc1F,4%,3%
CCCc1noc(CN2CCC(c3nc4ccccc4s3)CC2)n1,-5%,3%
Cc1cccc(C(=O)Nc2ccccc2-c2nc(-c3ccccc3)no2)c1,1%,?
COc1ccc(Cn2c(=O)c3oc4ccccc4c3n(Cc3cccc(C(F)(F)F)c3)c2=O)cc1,8%,-1%[57.5 µM]
CC1CCN(C(=O)CCc2nc3sc4c(c3c(=O)[nH]2)CCCCC4)CC1,9%,-4%
Cc1ccc(OCc2ccc(-c3nc(C#N)c(N4CCC(C(N)=O)CC4)o3)o2)cc1,-11%,-1%
CC1(C(=O)NCc2ccccc2)Cn2c(ccc2-c2ccco2)C(=O)N1Cc1ccccc1F (centres undefined),5%,7%
N#Cc1nc(-c2ccco2)oc1N1CCN(c2ccccc2)CC1,-10%,0%
O=C(Nc1cccc(S(=O)(=O)N2CCCC2)c1)C1CC(=O)N(C2CCCC2)C1 (centres undefined),-9%,-2%
O=C(CSc1nc2ccncc2[nH]1)Nc1ccccc1C(F)(F)F,13%,0%
CC1CCN(S(=O)(=O)c2cc(C(=O)N3CCN(c4ccccc4F)CC3)n(C)c2)CC1,?,-9%
CO/N=C/c1ccc(C(=O)Oc2ccc(Cl)cc2C)cc1,0%,0%
O=C(Nc1ccc(Cl)c(C(F)(F)F)c1)c1ccccc1Cl,-6%,-2%
CC(=O)NNC(=S)Nc1ccc(Br)cc1,8%,5%
Cc1ccc(NC(=O)Cn2c(SCc3ccc(F)cc3)nc3cccnc32)cc1F,8%,14%[57.5 µM]
Cc1ccc(-c2ccc(=O)n(CC(=O)NCc3ccc(F)cc3)n2)cc1,-19%,0%[57.5 µM]
COC(=O)c1ccccc1NC(=O)CSc1cc(-c2ccccc2)nc(C)n1,0%,-8%

# Reprinted from the part before: 4 entries, followed by the next part.
SMILES,AID inhibitor,UDG counter
CC(=O)NNC(=S)Nc1ccc(Br)cc1,8%,5%
Cc1ccc(NC(=O)Cn2c(SCc3ccc(F)cc3)nc3cccnc32)cc1F,8%,14%[57.5 µM]
Cc1ccc(-c2ccc(=O)n(CC(=O)NCc3ccc(F)cc3)n2)cc1,-19%,0%[57.5 µM]
COC(=O)c1ccccc1NC(=O)CSc1cc(-c2ccccc2)nc(C)n1,0%,-8%
Cc1nn(C)c2c1c(C(F)(F)F)cc(=O)n2Cc1ccc(Br)cc1F,?,?
CCOc1cc(OCC)c(/C=C2\NC(=O)NC2=O)cc1Br,-3%,7%
CC(OC(=O)c1ccc(F)c(S(=O)(=O)N2CCCCC2)c1)C(=O)N1CCc2ccccc21 (centres undefined),-6%,-9%
Cc1cc(-n2c(SCC(=O)NC(C)(C)C)nc3ccsc3c2=O)ccc1F,0%,2%
CCc1ccc(CNC(=O)COc2cc(=O)n(CC)c3ccccc23)cc1,-6%[57.5 µM],-16%[57.5 µM]
Cc1ccc(N2CCN(S(=O)(=O)c3nnc(NC(=O)c4ccc(C(C)C)cc4)s3)CC2)cc1,8%,11%
COC(=O)c1ccc(NC(=O)CCCC(=O)OCC(=O)c2ccc(Cl)cc2)cc1,85%[activator],3%
CCCn1c(C)cc(C(=O)CSc2nnc(COc3ccccc3Cl)n2C)c1C,-11%,-4%
COc1cccc(C2C(C(=O)Nc3ccccc3)=C(C)Nc3nc(-c4ccccc4)nn32)c1OC (centres undefined),-13%,-7%
CCOC(=O)CSC(=S)N(C)C,5%,3%
CCC(C)NC(=S)N(C)N (centres undefined),1%,1%
O=C(NCC(c1ccc2c(c1)OCO2)N1CCN(c2ccccc2)CC1)C(=O)Nc1ccccc1 (centres undefined),5%,-2%
O=C(NCc1ccccn1)c1cc(C(F)(F)F)cc(C(F)(F)F)c1,-5%,-3%
Cc1ccc2cccc(NC(=O)c3ccc(C)c(C)c3)c2n1,-23%,?
COc1cc(/C=C(/C#N)c2ccccn2)cc(OC)c1OC(F)F,0%,-3%
COc1ccc(C(=O)NC2=C(C)Nc3ncnn3C2c2c[nH]c3ccccc23)c(OC)c1 (centres undefined),-3%,-2%
CCCn1cc(S(=O)(=O)c2cc(C)ccc2C)c(=O)c2cc(F)c(N3CCOCC3)cc21,-25%,-3%
CSc1nc2c(c(=O)n(C)c(=O)n2C)n1Cc1cccc2ccccc12,?,-12%
CC1=C(C(=O)OC2CCCCCC2)C(c2ccccc2Cl)CC(=O)N1 (centres undefined),-15%,-2%
O=[N+]([O-])c1cccc(N=Cc2ccc(C#Cc3ccccc3)cc2)c1,-18%,-1%
O=C(c1ccc2c(c1)OCCO2)N(Cc1cccnc1)c1nc2c(F)cccc2s1,-7%,-6%
CCOc1ccc(CCNC(=O)c2cccc(-n3c(C)nc4cccnc43)c2C)cc1,0%,-17%
Cc1c(C(=O)Nc2cccc(-c3nc4ccccc4s3)c2)oc2ccc(F)cc12,-6%,?
O=C(O)c1ccc(SC(F)(F)F)cc1,2%,3%
Cc1nc2c(c(SCC(=O)Nc3ccccc3C(F)(F)F)n1)CCC2,50%[activator],4%
Cc1cc(C)n(-c2nc3cc(Cl)ccc3nc2Nc2ccc(C)c(F)c2)n1,-6%,4%
CCn1cnc2c1c(=O)n(CC(=O)N1CCN(c3ccncc3)CC1)c(=O)n2Cc1ccccc1,-1%,2%
Cc1ccccc1-n1nc(CO)c(C(=O)NCCc2ccccc2)n1,-10%,2%[57.5 µM]
CCOC(=O)N1CCc2c(sc3c2c(=O)n(-c2ccc(Cl)cc2)c(=O)n3CC(C)C)C1,19%,0%[57.5 µM]
O=S(=O)(c1ccc(OC(F)(F)F)cc1)N1CCC(c2nc3ccccc3s2)CC1,14%,0%[57.5 µM]
Oc1cc2c(c(Cl)c1O)CCNCC2c1ccccc1 (centres undefined),7%,2%
Cc1cccc(-c2nnn3c2nc(NCc2ccc4c(c2)OCO4)c2ccccc23)c1,10%,0%
N#CC(C#N)=C1C=C(c2ccccc2)OC2=C1CCCC2,0%,0%
O=C(COc1ccccc1Cl)c1ccc2ccccc2c1,-14%,-12%
Cc1cccn2c(=O)c(C(=O)N3CCN(c4ccccc4F)CC3)cnc12,-7%,-18%[57.5 µM]
Cc1ccc2oc(=O)c3cc(C(=O)Nc4ccc(F)cc4F)sc3c2c1,7%,-8%
O=C(O)CNC(=O)CNS(=O)(=O)Cc1ccccc1,4%,3%
Fc1ccccc1N1CCN(c2ncnc3onc(-c4ccc(Cl)cc4)c23)CC1,-16%,-21%
C=CCOc1cccc(/C=C(\C#N)c2nc3ccccc3[nH]2)c1,-12%,-8%
CCC(C)NC(=O)NCc1ccccc1 (centres undefined),6%,11%
COc1ccc(N2CCN(Cc3nc4c(c(=O)[nH]c(=O)n4C)n3Cc3ccc(C)cc3)CC2)cc1,1%,-4%[57.5 µM]
Cc1cc(C)c(NC(=O)CSc2nnc(C)n2C)c(Cl)c1,-3%,-4%
CCOc1ccc(N/C=C/C(=O)c2cc(C)ccc2C)cc1,-7%,3%

# Some of the compounds tested. The share of hits here may be higher or lower than overall.
